ADAM10 inh = human ADAM10 inhibitors, primary screen, biochemical, QFRET, HTS; Disintegrin and metalloproteinase domain-containing protein 10 (Homo sapiens), O14672; recombinant ADAM10, EDANS/DABCYL FRET peptide cleavage, 3 h; inhibition, % at 7 µM; actives 0.62% (n = 370,000); AID 720582, 2013;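 active = inhibition above a per-campaign cutoff equal to the mean of compounds falling between control-based bounds plus 3 SD, cut at about 20% in these data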;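 also: 0% = DMSO wells while the 100% control is not disclosed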
ssDAF-12 act = S. stercoralis DAF-12 nuclear receptor activators, primary screen, cell-based, luminescence, HEK293, GRIP1 co-expression, lit1-tk-luc. HEK293 ssDAF-12/GRIP1 lit1-tk-luc reporter; % of 3 µM dafachronic acid response. activation, % at 6.8 µM. actives 1% (n = 370,000). AID 652126, 2013;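 active = activation above the mean over all tested compounds plus 3 SD, cut at about 0.9% in these data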;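 also: 0% = DMSO-only wells and 100% = 3 µM delta7-dafachronic acid wells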
GC-A act = GC-A stimulated cGMP production enhancers – HEK293 GC-A cells, cGMP TR-FRET, EC30 ANP, primary screen; Atrial natriuretic peptide receptor 1 (Homo sapiens), P16066; 0% at EC30 ANP, 100% saturating ANP; activation, % at 10 µM; actives 0.14% (n = 370,000); AID 1671463, 2021; in the data active = activation above about 40%
Target sequence (P16066 whole entry, looked up): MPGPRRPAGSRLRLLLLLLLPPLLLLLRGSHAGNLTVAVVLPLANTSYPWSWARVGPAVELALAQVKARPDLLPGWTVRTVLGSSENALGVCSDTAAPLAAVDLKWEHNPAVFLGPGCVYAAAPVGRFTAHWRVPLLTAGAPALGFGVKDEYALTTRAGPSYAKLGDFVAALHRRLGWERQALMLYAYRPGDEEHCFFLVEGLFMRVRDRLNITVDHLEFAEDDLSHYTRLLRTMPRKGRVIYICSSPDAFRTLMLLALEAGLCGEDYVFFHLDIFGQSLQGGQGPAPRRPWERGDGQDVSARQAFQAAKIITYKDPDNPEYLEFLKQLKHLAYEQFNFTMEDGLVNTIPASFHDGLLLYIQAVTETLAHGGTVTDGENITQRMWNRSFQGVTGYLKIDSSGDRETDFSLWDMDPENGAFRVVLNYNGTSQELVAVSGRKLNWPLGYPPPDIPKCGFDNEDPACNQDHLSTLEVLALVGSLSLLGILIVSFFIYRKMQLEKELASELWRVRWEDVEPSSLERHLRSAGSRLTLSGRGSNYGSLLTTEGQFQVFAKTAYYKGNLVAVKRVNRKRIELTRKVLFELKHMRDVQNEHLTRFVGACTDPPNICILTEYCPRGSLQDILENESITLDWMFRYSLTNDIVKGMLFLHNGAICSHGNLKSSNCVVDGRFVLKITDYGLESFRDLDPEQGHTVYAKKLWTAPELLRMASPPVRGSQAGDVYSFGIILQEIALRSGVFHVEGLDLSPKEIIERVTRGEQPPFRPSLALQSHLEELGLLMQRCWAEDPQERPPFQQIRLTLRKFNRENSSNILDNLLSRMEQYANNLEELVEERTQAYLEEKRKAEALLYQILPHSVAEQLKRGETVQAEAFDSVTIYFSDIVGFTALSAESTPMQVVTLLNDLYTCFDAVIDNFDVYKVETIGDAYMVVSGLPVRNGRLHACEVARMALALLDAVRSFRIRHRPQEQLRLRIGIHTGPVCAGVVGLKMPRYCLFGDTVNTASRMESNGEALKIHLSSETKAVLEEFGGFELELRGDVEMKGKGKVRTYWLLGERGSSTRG
ADAM17 inh = ADAM17 inhibitors, primary screen, biochemical, QFRET. Disintegrin and metalloproteinase domain-containing protein 17 (Homo sapiens), P78536. recombinant ADAM17, EDANS/DABCYL FRET peptide cleavage. inhibition, % at 6.95 µM. actives 0.83% (n = 370,000). AID 720648, 2013;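 active = inhibition above the mean of compounds lying between control limits plus 3 SD, set per campaign, cut at about 8.5% in these data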;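 also: 0% = DMSO-only wells as the low control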
hgDAF-12 ag = H. glycines DAF-12 receptor agonists, primary screen, cell-based, luminescence, HEK293, GAL4 fusion, UAS-luciferase; AID 687014, 2013; HEK293 GAL4-hgDAF12 UAS-luciferase reporter, agonist luminescence; normalized to butyrate control; activation, % at 6.8 µM; Nuclear hormone receptor DAF-12 (Heterodera glycines), GAL4 fusion; actives 1.8% (n = 370,000);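 active = activation above a cutoff set at the mean of all screened compounds plus 3 SD, cut at about 10% in these data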;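 also: 0% = DMSO wells and 100% = sodium butyrate wells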
FXN GAA850 act = FXN promoter activators, primary screen, cell-based, luciferase luminescence, HEK293 lucGAA850 | HEK293 lucGAA850 FXN promoter luciferase reporter, 24 h; percent of 10 µM SAHA response | activation, % at 6 µM | actives 0.56% (n = 360,000);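 active = activation above the average of all compounds screened plus 3 SD, cutoff fixed separately per campaign, cut at about 7.5% in these data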;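 also: 0% = DMSO wells and 100% = 10 µM SAHA wells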
hcDAF-12 act = H. contortus DAF-12 nuclear receptor activators, primary screen, cell-based, luminescence, HEK293, lit1-tk-luc reporter; HEK293 hcDAF-12 lit1-tk-luc reporter; 0% DMSO, 100% Δ7-dafachronic acid; activation, % at 6.8 µM; actives 1.4% (n = 370,000); AID 652067, 2013;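 active = activation above the mean of all tested compounds plus 3 SD, cut at about 5.5% in these data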;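 also: 100% = response to 3 µM Δ7-dafachronic acid high control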
SMARCA2 activ = SMARCA2 (BRM) function activators, primary screen, cell-based, luminescence, high throughput | actives 1% (n = 370,000) | AID 652017, 2013 | MG213 cells, MMTV-luciferase reporter, dexamethasone, overnight | activation, % at 9.1 µM; in the data active = activation above about 7.8%;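 also: 0% = vehicle wells and 100% = reference activator wells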
DAX1 inh-1 = DAX1 (NR0B1) inhibitors on StAR promoter, primary screen, cell-based, luminescence, SF-1 (NR5A1), full-length DAX-1. AID 652010, 2013. actives 1.1% (n = 370,000). HEK293T StAR-luciferase reporter, SF-1/DAX-1 repression relief. inhibition, % at 6.8 µM;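 active = inhibition above the mean over all tested compounds plus 3 SD, cut at about 3.6% in these data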;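 also: 0% = DAX-1 cells with DMSO and 100% = cells lacking DAX-1 with DMSO; higher inhibition means more luminescence from relief of DAX-1 repression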
DAX1 inh-2 = DAX1 (NR0B1) inhibitors, primary screen, cell-based, HEK293, Gal4-DAX1, luciferase luminescence | Nuclear receptor subfamily 0 group B member 1 (Homo sapiens), P51843 | HEK293 Gal4-DAX1 luciferase reporter | actives 0.99% (n = 340,000) | AID 504766, 2011 | inhibition, % at 6.75 µM;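 active = inhibition above the mean over all tested compounds plus 3 SD, cut at about 4.2% in these data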;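 also: 0% = DAX1-transfected cells with DMSO and 100% = empty-vector control cells with DMSO; inhibition shows as a rise in luminescence from relieved DAX1 repression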
PG9 binder = binders of HIV-1 gp120 antibody PG9, primary screen, biochemical, TR-FRET | TR-FRET gp120-PG9 antibody binding | inhibition, % at 6.7 µM | actives 0.43% (n = 360,000) | AID 624416, 2012; in the data active = inhibition above about 8.5%
The depositor's hits bear a star; i = inactive; · = no result given.

SMILES	ADAM10 inh	ssDAF-12 act	GC-A act	ADAM17 inh	hgDAF-12 ag	FXN GAA850 act	hcDAF-12 act	SMARCA2 activ	DAX1 inh-1	DAX1 inh-2	PG9 binder
CC(CC(=O)Nc1cc(C(F)(F)F)ccc1Cl)c1ccccc1 (stereo not given)	1.6	-1.6	2.1	-2.7	-0.5	1.9	-1.2	-1.3	0.6	0.6	-2.2
OCC1(CO)CCCC(CO)(CO)C1O	7.6	-0.8	4.5	1.8	1.0	-0.9	-1.0	-0.1	-1.0	3.8	1.2
Cc1ccccc1C(=O)O/N=C(\N)c1ccncc1	12.4	-0.4	1.1	4.1	15.0*	3.3	3.4	5.6	2.1	0.8	-0.6
CC(=O)N1CC2(C)CN(C(C)=O)CC(C)(C1)C2O (stereo not given)	5.5	-1.5	2.5	-1.5	0.0	2.4	-0.4	-1.6	0.3	1.0	-1.8
Oc1c(C(c2cccs2)N2CCN(c3cccc(Cl)c3)CC2)sc2ncnn12 (stereo not given)	3.6	-1.3	0.1	6.2	-1.8	1.1	-0.8	-5.6	-1.6	0.6	0.8
CCN(CC)CCCNc1oc(/C=C/c2ccccc2)nc1C#N	i	-0.8	6.2	i	3.4	0.0	1.7	-0.2	0.1	·	2.3
CC(=O)Oc1ccc(-c2csc(Nc3cccc(C)n3)n2)cc1	1.3	2.4*	22.9	-3.2	8.8	2.8	3.8	4.8	1.9	5.5*	2.4
Cc1cc(C(=O)COc2ccc(Br)cc2F)c(C)n1CC1CCCO1 (stereo not given)	-10.5	-0.2	6.8	-3.7	3.4	0.7	-0.3	-1.6	2.9	1.9	0.6
Clc1nc(Cl)nc(NCCC2=CCCCC2)n1	7.5	-2.0	2.8	0.3	-0.4	0.6	0.3	-0.5	-0.6	1.2	0.3
Cc1ccc(S(=O)(=O)N2CCC(C(=O)Nc3ccccc3N3CCCC3)CC2)cc1C	-12.4	-1.6	-3.9	-2.0	-0.9	0.0	3.2	-3.1	1.5	0.1	-0.4
Cc1cc([N+](=O)[O-])nn1CC(=O)N/N=C/c1ccc(O)cc1O	2.7	-1.1	0.0	-0.3	-5.0	-3.8	-0.4	-3.0	-1.4	1.4	-2.6
CCOC(=O)c1ccc(CC(=O)c2oc3cc(O)ccc3c2C)o1	-67.7	-1.4	-0.9	-19.4	-1.0	1.7	-0.8	-0.5	0.4	0.5	0.7
C[N+](C)(C)CCN1C(=O)CSC1=O	-4.2	-1.1	3.2	-4.4	2.1	1.2	0.4	0.4	0.3	-0.4	-1.0
C[C@H]1CN([C@@H](C)CO)C(=O)CCCn2cc(nn2)CO[C@@H]1CN(C)C(=O)C1CC1	-2.2	0.0	4.5	-4.8	0.4	·	-0.2	-2.9	-0.6	·	-2.6
CCOc1ccc(NC(=O)Cn2nnc(C(=O)NCCc3ccc(OC)c(OC)c3)c2N)cc1	-0.6	-1.0	-1.4	-5.4	-0.5	-0.1	-1.8	-3.0	-0.4	-0.4	-1.1
O=C(Nn1c(-c2ccccc2)nc2ccccc2c1=O)c1ccco1	2.1	0.5	1.6	2.2	-2.2	-0.1	0.5	-0.9	0.1	-0.8	-0.8
CCCNC(=O)CSc1nc(COc2ccccc2)nc2ccccc12	-1.0	-1.3	-4.9	-1.3	-0.4	2.1	-0.8	-0.8	0.1	-1.0	0.8
O=C1NCCN(Cc2cccc(Oc3ccccc3)c2)C1CC(=O)N1CCCCC1 (stereo not given)	-39.7	-0.8	-0.9	-10.9	-0.8	1.5	-0.6	0.6	-0.9	-0.5	-1.0
CC1(C)CC(=O)C2=C(C1)NCN(CCCN1CCOCC1)C2	-10.8	-1.2	5.5	-7.2	1.0	-1.4	-1.9	0.0	0.0	-1.4	0.9
O=C(NCc1ccccc1)c1onc(CSc2ccccn2)c1C(=O)NCc1ccccc1	10.4	-1.4	-0.6	3.9	0.1	0.6	-1.6	0.5	-0.3	0.2	-0.5
O=C(O)Cn1nnc(-c2ccc(OCc3ccccc3)cc2)n1	-5.0	0.8	-1.8	-3.3	9.2	0.8	2.0	2.0	0.1	-0.7	2.1
COc1ccc(C)c(NC(=O)C2CC(=O)NC3=C2C(=O)CCC3)c1 (stereo not given)	-1.1	-1.8	-4.2	-6.3	-0.6	0.8	-1.0	-1.4	0.1	0.4	-0.6
O=C(COC(=O)c1cnc(Cl)c(Cl)c1)Nc1ccc(S(=O)(=O)N2CCCC2)cc1	3.4	-0.8	0.2	3.3	-0.7	-0.8	0.4	-0.2	-0.3	-0.7	-1.6
COC(=O)CCCC1=CC2=C(c3ccccc3)C(=O)C(C)(OC(=O)C3CCCC3)C(=O)C2=CN1c1ccccc1 (stereo not given)	-14.2	-1.2	-5.2	-2.8	-2.0	-0.3	1.0	-0.4	-0.6	0.8	-0.3
COC(=O)[C@]12C[C@H](CC(=O)NCC34CC5CC(CC(C5)C3)C4)C(=O)N(Cc3ccc4c(c3)OCO4)C1=C[C@H](C(C)C)O[C@@H]2C1CC1	8.2	-0.5	-3.0	-0.2	-1.5	·	-2.5	-2.6	-1.6	·	·
Cc1onc(-c2c(Cl)cccc2Cl)c1C(=O)NC1C(=O)N2C1SC(C)(C)C2C(=O)O (stereo not given)	12.3	-1.1	2.8	-0.2	-0.1	1.2	-1.1	1.6	0.0	-0.3	-0.3
[O-][n+]1ccccc1SCc1ccccc1	8.0	-1.2	0.6	1.9	2.8	-0.1	0.9	-1.5	0.0	-0.3	-0.9
CCOc1ccccc1C1C(C#N)=C(N)SC(N)=C1C#N	-9.7	-1.3	0.3	-3.7	-2.0	0.0	-1.3	-0.3	-0.1	-1.3	6.6
O=C(CNc1cccc(S(=O)(=O)N2CCOCC2)c1)Nc1ccccc1F	1.4	-1.2	-0.5	-3.4	3.3	1.4	-0.1	2.4	0.6	1.9	-0.6
CCOC(=O)C1(Cc2cccc(OC)c2)CCN(Cc2cc(OC)ccc2OC)CC1	-1.8	-1.8	-33.0	-4.6	-0.8	-3.8	-1.5	-1.4	-0.7	-0.3	-0.9

Among those listed so far, these have a furan ring, fused or not.
SMILES	ADAM10 inh	ssDAF-12 act	GC-A act	ADAM17 inh	hgDAF-12 ag	FXN GAA850 act	hcDAF-12 act	SMARCA2 activ	DAX1 inh-1	DAX1 inh-2	PG9 binder
CCOC(=O)c1ccc(CC(=O)c2oc3cc(O)ccc3c2C)o1	-67.7	-1.4	-0.9	-19.4	-1.0	1.7	-0.8	-0.5	0.4	0.5	0.7
O=C(Nn1c(-c2ccccc2)nc2ccccc2c1=O)c1ccco1	2.1	0.5	1.6	2.2	-2.2	-0.1	0.5	-0.9	0.1	-0.8	-0.8

The listing continues:
SMILES	ADAM10 inh	ssDAF-12 act	GC-A act	ADAM17 inh	hgDAF-12 ag	FXN GAA850 act	hcDAF-12 act	SMARCA2 activ	DAX1 inh-1	DAX1 inh-2	PG9 binder
CN(C)c1ccc(N2C(=NC(=O)COc3ccccc3)SC3CS(=O)(=O)CC32)cc1 (stereo not given)	1.1	-0.6	1.2	-2.5	3.9	0.6	-1.5	0.9	0.2	-0.4	-3.5
Cc1nn(C)cc1/C=N/NC(=O)C(C)(C)Oc1ccc(Cl)cc1	2.3	-0.8	7.0	-2.9	1.3	-0.3	-0.7	-1.3	0.7	-0.4	0.2
CC1CCN(C(=O)c2ncn(Cc3ccccc3)c2C(=O)N2CCC(C)CC2)CC1	3.2	-1.3	-3.7	-4.8	-0.9	0.5	2.1	0.9	0.5	-0.3	2.2
O=C(NCCO)c1scc2c1OCCO2	8.3	-1.0	3.5	-1.1	4.7	2.1	0.1	2.0	0.6	-0.5	-1.3
O=C(COC(=O)c1ccccc1)Nc1ccccc1Br	10.6	-1.6	1.0	0.1	0.6	2.2	-0.3	3.9	0.0	1.0	-1.0
CON/C=C(\C=Nc1ccc(Cl)cc1)c1ncc(C(F)(F)F)cc1Cl	-0.1	-1.3	3.2	-1.4	3.1	0.0	3.3	-0.1	0.8	0.1	-3.3
COc1ccccc1C/C(N)=N/OC(=O)c1cccs1	-0.4	0.3	9.8	-1.1	2.6	-1.0	1.3	-1.6	-0.2	-0.5	-0.1
COc1cc(OC)c(C(=O)O/N=C(\N)c2cccc(C)c2)cc1OC	-22.2	-1.8	0.9	-9.9	1.0	1.0	-2.3	0.3	-0.2	0.9	2.9
CN1CCOc2c1cnn(CCO)c2=O	-207.4	-1.3	6.5	-58.9	1.9	·	-0.8	0.6	0.8	·	-0.1
COc1ccc(-n2ncc3c(NCCCn4ccnc4)ncnc32)cc1	-7.6	-1.2	4.9	-4.4	0.8	-2.3	0.2	2.8	-0.1	-0.1	2.9
CCN(CC(=O)NC1CCS(=O)(=O)C1)S(=O)(=O)c1ccc(Cl)cc1C(F)(F)F (stereo not given)	-0.4	-0.7	1.5	-1.9	-1.2	1.2	-1.2	-2.3	0.6	0.7	0.9
COc1ccc2[nH]c3c(c2c1)CCC/C3=N\N	-47.5	-0.3	2.2	-11.7	-1.8	0.3	-0.2	-5.2	-0.8	-0.9	-1.2
COc1ccc(/C=C/C(=O)NNc2cc(=O)n(C)c(=O)n2C)cc1OC	-39.5	-1.2	-3.8	-16.9	-0.3	-0.4	-1.1	-3.2	0.1	-1.6	-3.1
Cc1cc(NC(=O)CCC(=O)N(c2ccccc2)C(C(=O)NC2CCCCC2)c2cccs2)no1 (stereo not given)	0.2	-1.1	-7.9	0.2	-0.7	0.1	0.7	-0.6	-0.4	0.5	-2.0
COc1ccc(C(=O)c2sc(Nc3ccccc3)c(C(=O)Nc3ccc(OC)c(OC)c3)c2N)cc1	8.3	-1.2	0.1	4.2	-0.5	1.3	0.1	-4.2	0.2	-0.7	-1.7
COC(=O)N(C)C[C@@H]1OCc2cnnn2CCCC(=O)N([C@H](C)CO)C[C@@H]1C	-3.4	-0.8	3.9	-1.7	6.9	-0.8	2.5	-3.0	-0.1	0.2	-1.0
O=C(NNC(=O)c1cc(S(=O)(=O)N2CCCCC2)ccc1Cl)c1ccccc1O	10.9	-0.6	-0.7	-2.5	-0.9	-1.1	1.5	-1.2	-0.6	-0.2	-2.1
COc1ccc(NC(=O)CS(=O)CC(=O)Nc2ccc(F)cc2F)cc1 (stereo not given)	-12.2	-1.2	-2.8	-4.0	0.3	0.5	0.3	-2.4	0.0	0.0	-0.9
CC(C)COC(=O)c1ccc(NC(=O)C2C3CCC(C3)C2C(=O)O)cc1 (stereo not given)	5.9	-0.8	3.4	-3.3	4.3	5.6	1.1	6.2	1.7	0.7	1.1

Screening results deposited in PubChem by several laboratories.
